ARFGAP1 inh = rat ARFGAP1 inhibition | 360,000 compounds, 0.26% hits | inhibition, % at 16.5 µM | AID 651572 | Arfgap1-stimulated ARF1 GTP hydrolysis, GDP FP detection | Q62848;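 active = inhibition above a per-plate limit, mean inhibition of low control wells plus 3 SD, cut at about 25% in these data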;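 also: 0% = DMSO wells with enzyme and 100% = wells lacking Arfgap1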
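System: truncated rat Arfgap1 GAP domain / Medium: HEPES-based buffer, pH 7.5 / Also added: N-terminally truncated human ARF1-GTP substrate / Incubation: enzyme reaction 120 min at 25 °C after 20 min preincubation / Measured by: FP of antibody-bound GDP Alexa 633 tracer, ex 620/em 688 nm / Replicates: singlicate, each compound tested once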
DDE Tn6 FP inh = DD(E)-Tn6 binding inhibition, primary FP screen | P02675 | AID 720509 | 370,000 compounds, 0.21% hits | Fibrin DD(E) TRITC-Tn6 fluorescence polarization displacement | inhibition, % at 8.3 µM;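 active = inhibition above a per-campaign cutoff: mean of compounds within control limits plus 3 SD, cut at about 15% in these data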;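 also: 0% = median of all compound wells on the plate and 100% = blocking peptide control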
ASAP1 GAP inh = inhibitors of human ASAP1 ArfGAP activity | 360,000 compounds, 0.19% hits | inhibition, % at 16.5 µM | Q9ULH1 | ASAP1-stimulated ARF1 GTP hydrolysis, GDP FP detection | AID 624377; in the data active = inhibition above about 25%;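 also: 0% = vehicle with enzyme and substrate and 100% = no enzyme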
Target sequence (Q9ULH1 325-724 limits assumed): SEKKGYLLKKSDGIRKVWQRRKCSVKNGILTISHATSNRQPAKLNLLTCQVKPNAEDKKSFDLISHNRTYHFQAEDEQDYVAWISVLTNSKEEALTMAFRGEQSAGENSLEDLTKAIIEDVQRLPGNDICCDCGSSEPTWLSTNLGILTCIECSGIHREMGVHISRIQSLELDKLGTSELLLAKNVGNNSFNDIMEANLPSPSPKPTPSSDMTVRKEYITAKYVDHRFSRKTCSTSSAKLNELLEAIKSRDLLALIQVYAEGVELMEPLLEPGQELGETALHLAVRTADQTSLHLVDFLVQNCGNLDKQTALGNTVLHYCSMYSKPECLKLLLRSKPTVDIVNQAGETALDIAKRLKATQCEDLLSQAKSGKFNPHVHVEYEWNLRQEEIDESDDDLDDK
ADAM10 inh = inhibits human ADAM10; 370,000 compounds, 0.62% hits; recombinant ADAM10, EDANS/DABCYL FRET peptide cleavage, 3 h; O14672; AID 720582; inhibition, % at 7 µM;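 active = inhibition above a per-campaign cutoff equal to the mean of compounds falling between control-based bounds plus 3 SD, cut at about 20% in these data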;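 also: 0% = DMSO wells while the 100% control is not disclosed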
ADAM17 inh = ADAM17 inhibition, QFRET primary screen; recombinant ADAM17, EDANS/DABCYL FRET peptide cleavage; P78536; 370,000 compounds, 0.83% hits; inhibition, % at 6.95 µM; AID 720648;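 active = inhibition above the mean of compounds lying between control limits plus 3 SD, set per campaign, cut at about 8.5% in these data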;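 also: 0% = DMSO-only wells as the low control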
Target sequence (P78536 215-824 limits assumed): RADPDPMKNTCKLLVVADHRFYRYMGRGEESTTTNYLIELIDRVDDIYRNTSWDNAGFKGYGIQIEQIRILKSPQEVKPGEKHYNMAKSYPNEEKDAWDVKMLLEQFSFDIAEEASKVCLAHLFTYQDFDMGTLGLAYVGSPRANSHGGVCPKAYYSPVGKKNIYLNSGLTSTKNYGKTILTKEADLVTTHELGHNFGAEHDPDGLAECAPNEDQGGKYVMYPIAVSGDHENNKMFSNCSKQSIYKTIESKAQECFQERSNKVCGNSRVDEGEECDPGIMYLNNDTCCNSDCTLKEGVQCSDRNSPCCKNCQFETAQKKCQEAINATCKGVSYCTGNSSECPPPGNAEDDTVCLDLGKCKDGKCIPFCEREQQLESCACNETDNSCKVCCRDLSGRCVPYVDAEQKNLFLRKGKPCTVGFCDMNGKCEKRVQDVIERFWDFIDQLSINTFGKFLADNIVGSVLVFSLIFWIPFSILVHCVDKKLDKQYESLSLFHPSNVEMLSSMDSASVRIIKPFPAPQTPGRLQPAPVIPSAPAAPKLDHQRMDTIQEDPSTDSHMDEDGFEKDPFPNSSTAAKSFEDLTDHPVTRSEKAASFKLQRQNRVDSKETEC
Tn7 DDE FP = disrupts Tn7 cyclic peptide binding to fibrin D-Dimer-E complex; P02675; FP displacement of FITC-Tn7 peptide from fibrin DD(E); 0% = median of compound wells per plate; AID 720508; 370,000 compounds, 0.13% hits; inhibition, % at 8.3 µM;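 active = inhibition above the mean of compounds falling within the control limits plus 3 SD of them, cut at about 14% in these data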;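 also: 0% = plate median of compound wells and 100% = 10 µM Aha-Tn7 peptide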
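Assay system: Human fibrin DD(E) protein | Medium: Tris buffer with calcium and detergent, pH 7.8 | Reagent: 0.1 µM fluorescent Tn7 | Compound dosing: Single point at 8.3 µM | Times: 10 min preincubation, 3 h with tracer, room temperature | Detection: Fluorescence polarization of the labelled Tn7 tracer | Controls: Aha-Tn7 high control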
PLC-gamma1 inh = blocks human PLC-gamma1 enzyme activity; P19174; purified PLC-gamma1, fluorogenic substrate, fluorescence; inhibition, % at 12.2 µM; 370,000 compounds, 0.84% hits; AID 720700; in the data active = inhibition above about 9.5%
PLCb3 inh = inhibitors of human phospholipase C beta3 | inhibition, % at 12.2 µM | Purified PLC-beta3, fluorogenic substrate, fluorescence | 370,000 compounds, 0.18% hits | AID 720704; in the data active = inhibition above about 11%;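 also: 0% = median of compound wells on plate and 100% = full blocker control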
TDP2 inh = TDP2 (human) inhibition, absorbance primary screen; 370,000 compounds, 0.34% hits; inhibition, % at 12.8 µM; recombinant TDP2, T5PNP hydrolysis, p-nitrophenol absorbance 415 nm; O95551;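 active = inhibition above the mean of all tested compounds plus 3 SD, set per campaign, cut at about 25% in these data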;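 also: 0% = DMSO with enzyme and 100% = buffer with substrate but no TDP2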
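Assay system: Recombinant human TDP2 | Quantity: 120 nM TDP2 per well | Incubation: 2 h at 37 °C | Signal: Epi absorbance | Evaluation: Percent inhibition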
SIAE inh = blocks human sialic acid acetylesterase; Q9HAT2; SIAE FP-Rh probe binding, fluorescence polarization; inhibition, % at 9.66 µM; 370,000 compounds, 0.69% hits; AID 1053197;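 active = inhibition above a cutoff: mean of compounds within the control limits plus 3 SD of those, cut at about 17% in these data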;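 also: 0% = plate median of compound wells and 100% = probe without SIAE protein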
* marks the source's active call; other numbers are inactive results; & = joins results of further samples. This is a random part of the collection. Share with any hit: about 3.6%.

ARFGAP1 inh | DDE Tn6 FP inh | ASAP1 GAP inh | ADAM10 inh | ADAM17 inh | Tn7 DDE FP | PLC-gamma1 inh | PLCb3 inh | TDP2 inh | SIAE inh | Molecule
-3 | 2 | 1 | -25 | -5 | 4 | -71 | -95 | 6 | 8 | Cc1cc(N2CCCC2)nc(-c2ccccc2O)n1
-8 | 4 | -7 | -12 | -9 | -6 | -5 | -12 | -7 | -6 | CCc1cc(CNC(=O)c2ccc3nc(Cc4ccc(OC)c(OC)c4)oc3c2)on1
-4 | 3 | -1 | 5 | 3 | -6 | 5 | 4 | -11 | -4 | Cc1nn(C)c(C(=O)N/N=C/c2ccc(C(F)(F)F)cc2)c1[N+](=O)[O-]
10 | -3 | -6 | 6 | 3 | -2 | 1 | -1 | -22 | -22 | C=CCn1c(SCC(=O)Nc2ccc(Br)cc2)nc(O)cc1=O
-1 | -7 | -9 | 6 | 1 | -3 | 3 | 4 | -12 | 3 | CCC1(C(=O)c2ccccc2)C2c3cc(Br)ccc3OC(=O)C21C(=O)N1CCOCC1 (stereo not drawn)
-8 | -7 | -8 | -13 | -3 | 0 | 1 | 1 | -2 | -2 | CCOC1=CC(=O)OC(c2ccccc2)C1 (stereo not drawn)
0 | -2 | -5 | 5 | -2 | 12 | 1 | -5 | 2 | 11 | CCNc1nc(NCC)nc(N(CC)C(N)=S)n1
-7 | 0 | -3 | -7 | -2 | -1 | 0 | -7 | 5 | 0 | O=C(COC(=O)CN1C(=O)COc2ccccc21)NCc1ccc(F)cc1
2 | -7 | -7 | -2 | 1 | 5 | 3 | 0 | 3 | 4 | Cc1occc1C(=O)N=Nc1c(O)n(C)c2ccccc12
15 | 5 | 5 | -4 | -7 | 3 | -3 | -9 | -2 | -2 | COc1ccc2nc(COC(=O)c3cccc([N+](=O)[O-])c3)c(C(C)=O)[n+]([O-])c2c1
-7 | 4 | -4 | 10 | -3 | -1 | 2 | -1 | 10 | 0 | CCC(=O)N1CCc2cc(S(=O)(=O)NCCC(=O)NCc3ccc(F)cc3)ccc21
11 | -5 | 10 | -5 | -5 | -5 | -2 | -4 | 0 | -5 | CC(C)[C@H](NC(=O)c1ccccc1)C(=O)OCC(=O)c1ccccc1F
-17 | 2 | -3 | 1 | -2 | 8 | 6 | 3 | -1 | -5 | CCSc1nc2ccccc2n1CC(=O)N1CCCCC1
-2 | 0 | -5 | -4 | -14 | 7 | -21 | -30 | -1 | 1 | C/C(=N\NC(=O)c1ccc(C)cc1)c1c(C)[nH]n(-c2ccccc2)c1=O
10 | 12 | 2 | -3 | -3 | 1 | -2 | -2 | -3 | 4 | Cc1onc(-c2ccccc2Cl)c1C(=O)Nc1ccccc1C(N)=O
1 | -3 | 11 | 13 | 3 | -3 | 7 | 9 | -7 | 6 | Nc1c(C(=O)NCCc2ccccc2)nnn1Cc1ccccc1
-8 | -4 | -9 | 5 | 0 | -3 | -1 | -2 | 10 | 0 | ON1C(c2ccccc2C(F)(F)F)N(O)[C@H]2CCCC[C@H]21 (stereo partly drawn)
7 | -8 | 9 | 7 | 2 | -4 | 7 | 6 | 1 | 3 | O=C(COc1ccccc1)Nc1ccc2c(c1)Cc1cc(NC(=O)COc3ccccc3)ccc1-2
11 | 1 | 5 | 6 | -1 | 3 | -3 | -1 | 7 | 6 | CC(C)CCN1CC(O)=C(c2nc3ccccc3[nH]2)C1=N
-5&15&6 | -2&8&-5 | -4&6&0 | -17&-1&2 | -6&-1&-1 | -2&3&-9 | -5&0&1 | -2&0&2 | -4&4&-5 | 3&2&0 | Cc1nc2c(o1)CCc1ccccc1C2N1CCN(C)CC1 (stereo not drawn)
-10 | 5 | -8 | 1 | -2 | 0 | 0 | -8 | 6 | 3 | COc1cc(NC(=O)NC2Cc3ccccc3C2)cc(OC)c1
-5 | -6 | -4 | 1 | -1 | 6 | 2 | 0 | -10 | -6 | O=C(c1ccccc1NS(=O)(=O)c1ccc(F)cc1)N1CCCC1
11 | 5 | 7 | 1 | -2 | -11 | -1 | -3 | 12 | -6 | Cc1cc(C)n2nc(SCC(=O)Nc3ccccc3)nc2n1
2 | -1 | 2 | 11 | 6 | 4 | 4 | 3 | -2 | 5 | O=C1CCC[C@@H]2[C@@H](Cc3ccccc3)[C@H](N3CCN(c4ccccc4)CC3)C[C@@H]3CCN1[C@@H]32
-9 | -3 | 12 | 3 | -1 | 4 | 0 | 0 | 15 | 0 | Cc1ccc(O)c(-c2cc(C(F)(F)C(F)F)nc(-c3ccccc3)n2)c1
8 | 4 | 5 | 14 | 7 | 2 | 2 | -1 | -3 | -62 | COc1ccc(NC(=O)CSc2ccc3ccccc3c2)cc1S(=O)(=O)N1CCCCC1
-5 | 2 | 5 | -7 | -7 | -1 | 1 | 0 | 20 | -7 | Cc1ccc(-n2ncc3c(SCC(=O)NNC(=O)C(C)C)ncnc32)cc1
7 | -6 | -3 | -1 | -5 | -5 | 2 | -6 | 18 | 1 | Cc1ccc(C)c(NC(=O)CSc2nnc(CNC(=O)c3ccco3)o2)c1
4 | -11 | 2 | 25* | 12* | 6 | -1 | -3 | 0 | -23 | O=C(NCc1ccccc1)c1onc(CSc2ccccc2)c1C(=O)NCC1CC1
3 | -4 | 23 | -9 | -5 | 0 | 1 | 4 | 2 | 4 | CC1(C(=O)Nc2ccc3c(c2)OCCO3)CN(S(C)(=O)=O)CC(=O)N1CCc1c[nH]c2ccccc12 (stereo not drawn)

2 entries from above, reformatted.
Results follow in this order: ARFGAP1 inh | DDE Tn6 FP inh | ASAP1 GAP inh | ADAM10 inh | ADAM17 inh | Tn7 DDE FP | PLC-gamma1 inh | PLCb3 inh | TDP2 inh | SIAE inh
CCC(=O)N1CCc2cc(S(=O)(=O)NCCC(=O)NCc3ccc(F)cc3)ccc21
 : -7 | 4 | -4 | 10 | -3 | -1 | 2 | -1 | 10 | 0
CC(C)[C@H](NC(=O)c1ccccc1)C(=O)OCC(=O)c1ccccc1F
 : 11 | -5 | 10 | -5 | -5 | -5 | -2 | -4 | 0 | -5

More compounds follow:
ARFGAP1 inh | DDE Tn6 FP inh | ASAP1 GAP inh | ADAM10 inh | ADAM17 inh | Tn7 DDE FP | PLC-gamma1 inh | PLCb3 inh | TDP2 inh | SIAE inh | Molecule
-14 | -5 | -6 | -5 | -4 | 1 | -1 | 0 | -3 | 3 | CCNC(=O)C1(C)CCN(C(=O)c2ccccc2C(F)(F)F)C1 (stereo not drawn)
2 | 0 | 3 | 3 | 1 | 5 | -1 | 0 | -2 | 1 | COC(=O)c1ccc(Cl)c(NC(=O)CN(c2ccc3c(c2)OCO3)S(C)(=O)=O)c1
-2 | -7 | 1 | -4 | -4 | 2 | 9.7* | 2 | -11 | -6 | O=C(Cc1ccc([N+](=O)[O-])cc1)Oc1ccccc1
-6 | 8 | -7 | 0 | -2 | -1 | -8 | 0 | 5 | 5 | O=C(Cc1c[nH]c2ccccc12)N1CCN(c2ccccc2)CC1
10 | 0 | -3 | -8 | 0 | -8 | 2 | -3 | 4 | -5 | O=C(NCCCN1CCCC1=O)C1CCN(S(=O)(=O)c2ccccc2)CC1
-2 | -3 | 12 | -5 | -3 | -4 | 2 | -5 | 8 | 8 | CCOC(=O)c1c(NC(=O)CN2CCN(c3cccc(Cl)c3)CC2)sc(C)c1C
4 | 0 | -16 | -80 | -8 | 3 | -4 | -5 | 3 | 10 | O=C(O)C1=C[C@@H](c2ccc(F)cc2)C[C@@H](OCCCCO)O1
3 | 4 | -14 | -2 | -7 | 12 | -2 | -10 | 0 | -3 | O=C(CSc1cn[nH]n1)Nc1ccc(Cl)cc1Cl
0 | -6 | -5 | -15 | -3 | -3 | -2 | -5 | -10 | 0 | O=C(CC1CCC1)Nc1cccc2c([N+](=O)[O-])cccc12
-2 | -6 | -1 | -9 | -1 | -2 | -4 | -7 | 2 | 2 | O=C(O[C@@H](C(=O)O)[C@@H](OC(=O)c1ccccc1)C(=O)O)c1ccccc1
-15 | 4 | -12 | -3 | -4 | 6 | 3 | -6 | -6 | 0 | O=C(NC1CCSc2ccccc21)c1ccc([N+](=O)[O-])cc1 (stereo not drawn)
0 | 4 | 7 | -33 | -11 | -2 | -4 | -6 | -9 | 1 | CCCCN(C(=O)c1c(C)noc1C)c1c(N)n(CCCC)c(=O)[nH]c1=O
9 | -1 | -14 | -15 | -3 | 5 | -2 | -1 | -10 | -1 | O=C(c1ccc(N2CCOCC2)nc1)N1CCCCC1
-7 | -2 | 10 | 4 | 1 | -1 | 7 | -2 | -8 | 7 | CN1CCN(C(=S)NC(=O)c2ccccc2Br)CC1

Molecules above that have an NH in an aromatic ring:
ARFGAP1 inh | DDE Tn6 FP inh | ASAP1 GAP inh | ADAM10 inh | ADAM17 inh | Tn7 DDE FP | PLC-gamma1 inh | PLCb3 inh | TDP2 inh | SIAE inh | Molecule
-2 | 0 | -5 | -4 | -14 | 7 | -21 | -30 | -1 | 1 | C/C(=N\NC(=O)c1ccc(C)cc1)c1c(C)[nH]n(-c2ccccc2)c1=O
11 | 1 | 5 | 6 | -1 | 3 | -3 | -1 | 7 | 6 | CC(C)CCN1CC(O)=C(c2nc3ccccc3[nH]2)C1=N
3 | -4 | 23 | -9 | -5 | 0 | 1 | 4 | 2 | 4 | CC1(C(=O)Nc2ccc3c(c2)OCCO3)CN(S(C)(=O)=O)CC(=O)N1CCc1c[nH]c2ccccc12 (stereo not drawn)
-6 | 8 | -7 | 0 | -2 | -1 | -8 | 0 | 5 | 5 | O=C(Cc1c[nH]c2ccccc12)N1CCN(c2ccccc2)CC1
3 | 4 | -14 | -2 | -7 | 12 | -2 | -10 | 0 | -3 | O=C(CSc1cn[nH]n1)Nc1ccc(Cl)cc1Cl
0 | 4 | 7 | -33 | -11 | -2 | -4 | -6 | -9 | 1 | CCCCN(C(=O)c1c(C)noc1C)c1c(N)n(CCCC)c(=O)[nH]c1=O
